Bioassay records deposited in PubChem by National Center for Advancing Translational Sciences (NCATS).
Giardia killer – Giardia lamblia killing | Giardia lamblia trophozoite viability | activity change, % at 7.66 µM, hits read low | 340,000 tested, 0.15% active; in the data active = activity change below about -80%; inconclusive = between about -30% and that limit;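 note: parasites exposed to compound for two days anaerobically before the ATP read; % is set by controls: 0 for no effect and ±100 for the full control effect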
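Trophozoites 100 cells/well + cpd; 48 hrs, 37 deg C, anaerobic. ATPLite 1-Step added, 15-30 min RT, luminescence read (ATP-based viability).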
MLL CXXC-DNA inh – MLL CXXC-DNA interaction inhibition; Q03164; MLL-CXXC / FITC-HOXA9 DNA fluorescence polarization; Potency, µM (series often up to 115 µM), without a hit: top-dose activity change, negative = inhibition, most hits filed as inhibitors; 290,000 tested, 0.037% active; AID 2662; active = well fitted inhibition curve with a large enough effect in the polarisation, with a control signal flat, not every such curve was filed as active; inconclusive = small, poorly fitted or top-dose-only effect, or effect the other way, or a change in a side signal; inactive = no such curve, though single readings can be large or run the other way; the % refers to the polarisation; note: potency is the fitted concentration of half-maximal effect
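Purified MLL-CXXC (added from a 7 uM solution) was preincubated 5 min at ambient with pinned compounds in 50 mM Tris-HCl pH 7.5, 50 mM NaCl, 1 mM DTT, 0.05% BSA. Fluorescein-labeled HOX-A9 DNA (50 nM solution) followed, 30 min, then polarization read.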
GALK inhibitor – galactokinase (human) inhibition | P51570 | Purified GALK, Kinase-Glo residual ATP luminescence | Potency, µM (doses to about 57.5 µM), without a hit: at the highest dose activity change, negative = inhibition, usual class: inhibitors | 270,000 tested, 0.007% active; note: potency is the fitted concentration of half-maximal effect; % is set by controls: 0 for no effect and ±100 for the full control effect
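Quantitative HTS: GALK 5 nM, ATP 35 uM, galactose 100 uM, 1 h room temperature, then luciferase-based ATP detection.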
AT treatment – candidate therapy for ataxia-telangiectasia. […] A-T fibroblasts, KAP-1 phosphorylation AlphaLISA; neocarzinostatin DNA damage 30 min before lysis. 320,000 tested, 0.19% active. Potency, µM (top dose mostly 57.5 µM), without a hit: top-dose activation, actives largely listed as activators; note: potency is the fitted concentration of half-maximal effect; % of control where 0% means no effect; nearly all actives have a fitted effect of over 45% in size
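ATM-like activity read as KAP-1 phosphorylation via AlphaLISA donor/acceptor antibody pairs after lysis and 6 hr at 25C. Cells were ATM-null patient fibroblasts ([…], hTERT), dosed 60 min, then exposed to the DSB inducer NCS for 30 min.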
BCR signal inh – blocks chronic active B-cell receptor signaling. 340,000 tested, 0.05% active. Potency, µM (top dose mostly 46.1 µM), for inactives: at the top dose ratio change, negative = lower green/red ratio, hits mostly inhibitors. ABC-DLBCL IkBa-CBG/CBR reporter, luminescence ratio, 4 h. AID 493014; active = well fitted inhibition curve with a large enough effect in the signal ratio, with a control signal flat, not every such curve was filed as active; inconclusive = small, poorly fitted or top-dose-only effect, or effect the other way, or a change in a side signal; the % refers to the signal ratio;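 note: potency is the fitted concentration of half-maximal effect; plate controls were basal doxycycline-induced cells for no effect and cells given 10 µM MG132 for full effect; MG132 reads +100%, hits lower the ratio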
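TMD8 human ABC-DLBCL cells with doxycycline-inducible IκBα–green luciferase fusion and unfused red luciferase, in 0.5% FBS medium; compounds up to 46 uM, 4 h at 37C. Green/red luminescence ratio, filter-overlap corrected, fitted to concentration-response curves.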
KCNH2 WT inh – inhibitors of human wildtype KCNH2 potassium channel | AID 720551 | Q12809 | 340,000 tested, 0.37% active | activity change, % at 1.84 µM | U2OS, BacMam KCNH2, thallium flux FluxOr; stronger effect = lower value;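 active = maximum activity change below -70%; inconclusive = maximum activity change between -70% and -50%; inactive = maximum activity change above -50%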; note: % is set by controls: 0 for no effect and ±100 for the full control effect
Target sequence (Q12809 whole entry, looked up): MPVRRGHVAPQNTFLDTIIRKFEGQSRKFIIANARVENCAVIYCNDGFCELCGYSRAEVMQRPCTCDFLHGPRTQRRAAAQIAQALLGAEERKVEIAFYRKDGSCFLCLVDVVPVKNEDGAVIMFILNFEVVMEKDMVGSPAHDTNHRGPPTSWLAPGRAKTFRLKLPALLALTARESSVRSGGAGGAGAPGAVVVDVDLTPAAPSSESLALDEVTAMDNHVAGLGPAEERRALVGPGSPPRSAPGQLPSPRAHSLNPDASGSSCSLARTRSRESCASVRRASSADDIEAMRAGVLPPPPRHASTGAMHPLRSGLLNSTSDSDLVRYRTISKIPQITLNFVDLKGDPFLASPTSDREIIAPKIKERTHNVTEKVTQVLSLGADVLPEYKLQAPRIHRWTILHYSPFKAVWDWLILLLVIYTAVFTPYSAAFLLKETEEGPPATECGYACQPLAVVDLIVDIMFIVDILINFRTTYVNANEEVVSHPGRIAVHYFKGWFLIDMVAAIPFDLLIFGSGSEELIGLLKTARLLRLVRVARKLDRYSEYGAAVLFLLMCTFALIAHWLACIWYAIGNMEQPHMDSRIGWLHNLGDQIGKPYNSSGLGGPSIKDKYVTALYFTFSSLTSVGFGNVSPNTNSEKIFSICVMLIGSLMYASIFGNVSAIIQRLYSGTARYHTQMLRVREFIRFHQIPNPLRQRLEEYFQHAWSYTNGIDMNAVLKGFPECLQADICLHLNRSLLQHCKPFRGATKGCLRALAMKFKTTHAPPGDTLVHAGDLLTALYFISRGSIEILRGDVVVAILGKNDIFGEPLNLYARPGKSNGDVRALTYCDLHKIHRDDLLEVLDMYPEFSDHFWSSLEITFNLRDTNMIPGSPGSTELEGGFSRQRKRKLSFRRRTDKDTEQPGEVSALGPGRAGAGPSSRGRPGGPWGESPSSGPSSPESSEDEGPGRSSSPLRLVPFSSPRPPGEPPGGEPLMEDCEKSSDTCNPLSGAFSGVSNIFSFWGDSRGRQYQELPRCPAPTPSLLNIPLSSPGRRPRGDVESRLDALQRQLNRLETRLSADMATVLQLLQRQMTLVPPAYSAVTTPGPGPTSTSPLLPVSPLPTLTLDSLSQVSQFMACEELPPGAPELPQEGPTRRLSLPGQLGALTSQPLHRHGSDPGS
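U2OS cells were transduced with wild-type KCNH2 virus (2.03 x 10^8 / mL) for 4 h at room temperature, then cultured overnight at 37 C. Thallium flux was read with FluxOr dye. Rate constants were normalized to DMSO controls.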
Tb PFK inh – T. brucei PFK enzyme inhibition; T. brucei PFK, ADP-Glo luminescence; 330,000 tested, 0.17% active; Potency, µM (titrated, usually from 57.5 µM), without a hit: top-dose activity, negative = inhibition, most hits filed as inhibitors; AID 485367; O15648;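 note: potency is the fitted concentration of half-maximal effect; 0% = uninhibited 1x PFK enzyme wells and -100% = no-enzyme wells; nearly all actives have a fitted effect of over 60% in size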
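Compounds were pin-transferred as a titration series up to 57 uM into substrate buffer (0.5 mM F6P, 0.1 mM ATP, pH 8.0), then 1.25 nM PFK was added and reactions ran 45 min before ADP-Glo detection.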
Coupling enz – counter-screen for Giardia aldolase inhibitors: coupling enzyme system. coupling enzyme system counterscreen, AmpLite Red fluorescence. activity change, negative = inhibition, % at 58.2 µM, hits read low. 290,000 tested, 0.67% active. AID 2472; in the data active = activity change below about -30%; note: % is set by controls: 0 for no effect and ±100 for the full control effect
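Activity here indicates interference with the coupling reaction, not aldolase inhibition. Compounds at 57.5 uM final met coupling enzymes for 10 min at RT; substrate and AmpLite Red detection followed, with a 525/598 nm fluorescence read after 20 min.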
TCR act – activates T cell receptor signaling | primary human leukocytes, anti-CD3, IL-2 HTRF, 48 h | Potency, µM (top dose mostly 9.22 µM), inactives show at the highest dose activation of IL-2 secretion, most hits filed as activators | 330,000 tested, under 10 active; note: % of control where 0% means no effect
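Compounds are tested in HTS on primary human leukocytes co-incubated with a-CD3 beads for 48 hr. IL-2 output is measured by time-resolved FRET.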
TSHR antagonist – human thyrotropin receptor antagonism; TSHR-expressing cells, TSH-stimulated cAMP HTRF, 2 h; stronger effect = lower value; activity change, negative = inhibition, % at 11.5 µM; 330,000 tested, 0.2% active; AID 504810;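 active = activity change below a set negative limit, meaning inhibition stronger than a set level, cut at about -70% in these data; inconclusive = activity change between two set negative limits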; note: % is set by controls: 0 for no effect and ±100 for the full control effect
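Freshly harvested TSHR cells receive pin-tooled compound, then EC80 TSH at 4nM final. After 2 hours at 37 deg C, antibody in lysis buffer and cAMP-d2 are added; 30 minutes at ambient temperature precede the HTRF read.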
* hit, by the source's call; u = inconclusive; x = not tested or not shown; [ ] = dose if it differs, or a comment. Unless noted, calls come from the whole dose curve; as a rule, active = well fitted curve in the direction sought with a large enough effect; inconclusive = small, poorly fitted or top-dose-only effect, or another doubt; inactive = no such curve, though single readings can be large; an effect the other way counts as inactive or inconclusive.

Fields – BCR signal inh	KCNH2 WT inh	Giardia killer	Tb PFK inh	TCR act	MLL CXXC-DNA inh	Coupling enz	GALK inhibitor	TSHR antagonist	AT treatment
O=C(NC(C(=O)O)c1ccccc1)c1ccc(S(=O)(=O)N2CCOCC2)cc1 (configuration not stated)
 : -6%	4	-12	12%	x	-2%	2	-3%	2	5%
Cn1c(=O)c(=O)n(C)c2cc(N3CCOCC3)c(NS(=O)(=O)c3ccc([N+](=O)[O-])cc3)cc21
 : -6%	6	12	-20%	-4%	0%	-7	4%	-4	-1%
COCC(=O)Nc1nnc(SCC(=O)NCc2cccs2)s1
 : 3%	6	3	1%	x	2%	0	-2%	0	-4%
CCOC(=O)CC(=O)CSc1nc2c(cc1C#N)CCCCCC2
 : -2%	-116*	-2	-6%	0%	9%	2	1%	-3	3%
CCCCCNc1nc2sc3c(c2c(=O)n1-c1cccc(Cl)c1)CCN(C)C3
 : -5%	8	7	2%	5%	30%[activator]	-1	-1%	-2	7%
Cc1nn2c(-c3ccncc3)ccnc2c1Br
 : -4%	13	-7	-1%	-3%	-2%	-1	-3%	-7	-8%
Cc1ccccc1C1CC(c2cccs2)=NN1S(C)(=O)=O (configuration not stated)
 : -6%	2	-22	3%	x	0%	-1	-3%	-9	2%
NC(N)=NS(=O)(=O)c1ccc(NC(=S)NC(=O)/C=C/c2ccccc2)cc1
 : 7%	8	-17	2%	-5%	77%[activator]	-3	-2%	-4	2%
CC(=O)c1ccc(N2CCN(C(=O)c3cc(C)on3)CC2)cc1
 : -4%	12	0	-1%	2%[46.1 µM]	-1%	0	-5%	-4	0%
Cc1cc(OCC(=O)OCC(=O)N2CCc3ccccc32)ccc1Cl
 : -1%	1	-15	-6%	-15%	x	x	x	-6	6%
COC(=O)CSc1nc(N)c(NC(=O)c2ccc(OC)c(OC)c2)c(=O)[nH]1
 : 1%	11	6	2%	-2%	13%	-1	-1%	15	-5%
CCC(C)NC(=O)CSc1nc2cc3c(cc2c(=O)n1Cc1ccco1)OCO3 (configuration not stated)
 : -1%	-6	-5	1%	-1%	-11%	-1	3%	3	-1%
COc1ccc([C@H]2CC(=O)C=C(c3ccc(OC)nc3)C2)cc1
 : -5%	8	1	0%	5%	x	x	x	-4	6%
CCOC(=O)c1nc(NCc2ccccc2F)c2ccccc2n1
 : 5%	-4	1	2%	-3%	1%	0	-2%	5	1%
COc1ccccc1/C=C1\CCCC2=C1Nc1nnnn1C2c1ccccc1OC (configuration not stated)
 : u	-4	11	-3%	6%[46.1 µM]	-4%	-6	-1%	-2	12%
Cc1ccc(S(=O)(=O)N2CCC(C(=O)NCCC3=CCCCC3)CC2)cc1C
 : 1%	5	2	-1%	1%	x	x	x	-4	0%
Cc1c(Cl)cccc1N/C(SCC(=O)N1CCCCCC1)=C(/C#N)c1nc2ccccc2s1
 : u	-7	-5	1%	2%[46.1 µM]	14%	0	1%	-4	5%
CCCC(=O)N(C1CC(C)C(C#N)(C#N)C1(C#N)C#N)N(C)C (configuration not stated)
 : u	-1	-3	18%	0%	-7%	0	1%	u	-5%
CCCCc1cc(=O)oc2cc(OCC(=O)N[C@@H](Cc3ccccc3)C(=O)O)ccc12
 : 2%	-2	32[activator]	1%	14%	-14%	7	x	-10	0%
CCCC(=O)c1ccc2c(c1)OCCO2
 : 0%	3	0	1%	1%	-7%	5	0%	9	0%

3 entries already listed, arranged by SMILES length, lowest first:
Fields – BCR signal inh	KCNH2 WT inh	Giardia killer	Tb PFK inh	TCR act	MLL CXXC-DNA inh	Coupling enz	GALK inhibitor	TSHR antagonist	AT treatment
CCCC(=O)c1ccc2c(c1)OCCO2
 : 0%	3	0	1%	1%	-7%	5	0%	9	0%
COCC(=O)Nc1nnc(SCC(=O)NCc2cccs2)s1
 : 3%	6	3	1%	x	2%	0	-2%	0	-4%
CCC(C)NC(=O)CSc1nc2cc3c(cc2c(=O)n1Cc1ccco1)OCO3 (configuration not stated)
 : -1%	-6	-5	1%	-1%	-11%	-1	3%	3	-1%

Complete entries, quoted from the list. Values in the order: BCR signal inh | KCNH2 WT inh | Giardia killer | Tb PFK inh | TCR act | MLL CXXC-DNA inh | Coupling enz | GALK inhibitor | TSHR antagonist | AT treatment
Listed for `O=C(NC(C(=O)O)c1ccccc1)c1ccc(S(=O)(=O)N2CCOCC2)cc1` (configuration not stated) → -6% | 4 | -12 | 12% | x | -2% | 2 | -3% | 2 | 5%
Listed for `CC(=O)c1ccc(N2CCN(C(=O)c3cc(C)on3)CC2)cc1` → -4% | 12 | 0 | -1% | 2%[46.1 µM] | -1% | 0 | -5% | -4 | 0%
Listed for `Cc1c(Cl)cccc1N/C(SCC(=O)N1CCCCCC1)=C(/C#N)c1nc2ccccc2s1` → u | -7 | -5 | 1% | 2%[46.1 µM] | 14% | 0 | 1% | -4 | 5%
Listed for `CCCCc1cc(=O)oc2cc(OCC(=O)N[C@@H](Cc3ccccc3)C(=O)O)ccc12` → 2% | -2 | 32[activator] | 1% | 14% | -14% | 7 | x | -10 | 0%
Listed for `Cc1ccccc1C1CC(c2cccs2)=NN1S(C)(=O)=O` (configuration not stated) → -6% | 2 | -22 | 3% | x | 0% | -1 | -3% | -9 | 2%

Random draw from the library; any-hit rate near 1.6%.
